Screening results (PubChem)
ULK1 primary: blocks human autophagy kinase ULK1; AlphaScreen Atg13 phosphorylation by ULK1, luminescence; O75385; inhibition, % at 5.96 µM; 30,000 compounds, 1.9% hits; in the data active = inhibition above about 43%;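 note: 0% = median of compound wells and 100% = no enzyme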
Target sequence (O75385 whole entry, looked up): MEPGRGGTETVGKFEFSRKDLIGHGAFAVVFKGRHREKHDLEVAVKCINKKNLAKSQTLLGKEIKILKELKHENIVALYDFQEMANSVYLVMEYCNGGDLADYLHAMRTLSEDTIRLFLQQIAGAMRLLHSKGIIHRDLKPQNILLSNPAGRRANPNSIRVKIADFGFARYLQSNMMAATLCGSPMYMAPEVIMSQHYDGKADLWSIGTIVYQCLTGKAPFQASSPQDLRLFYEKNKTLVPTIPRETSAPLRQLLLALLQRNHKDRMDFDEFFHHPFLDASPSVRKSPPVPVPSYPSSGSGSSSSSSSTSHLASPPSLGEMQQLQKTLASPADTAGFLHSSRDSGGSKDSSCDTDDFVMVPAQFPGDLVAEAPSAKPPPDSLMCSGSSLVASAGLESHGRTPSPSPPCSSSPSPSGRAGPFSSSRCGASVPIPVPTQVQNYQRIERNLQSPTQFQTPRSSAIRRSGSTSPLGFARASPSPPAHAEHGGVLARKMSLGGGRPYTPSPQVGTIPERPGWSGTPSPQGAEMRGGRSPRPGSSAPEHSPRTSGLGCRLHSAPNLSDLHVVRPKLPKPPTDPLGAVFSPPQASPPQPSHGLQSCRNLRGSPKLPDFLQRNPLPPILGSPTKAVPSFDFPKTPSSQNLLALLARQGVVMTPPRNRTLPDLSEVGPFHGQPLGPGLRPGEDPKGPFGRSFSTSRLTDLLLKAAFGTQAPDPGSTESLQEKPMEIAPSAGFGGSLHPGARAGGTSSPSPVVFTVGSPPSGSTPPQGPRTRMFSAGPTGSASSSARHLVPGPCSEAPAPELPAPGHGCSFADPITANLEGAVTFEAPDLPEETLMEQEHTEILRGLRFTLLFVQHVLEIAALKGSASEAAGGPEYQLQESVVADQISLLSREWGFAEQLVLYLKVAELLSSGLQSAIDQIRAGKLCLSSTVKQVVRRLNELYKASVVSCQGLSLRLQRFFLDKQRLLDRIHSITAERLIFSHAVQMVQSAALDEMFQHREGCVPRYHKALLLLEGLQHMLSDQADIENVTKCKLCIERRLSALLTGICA
ASK1 primary: human ASK1 kinase inhibition, primary screen; Q99683; AlphaScreen MKK6 phosphorylation by ASK1, luminescence; inhibition, % at 7.44 µM; 22,000 compounds, 0.99% hits; AID 1159602; in the data active = inhibition above about 35%;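 note: 0% = median of compound wells and 100% = no enzyme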
* marks the source's active call; other numbers are inactive results; / = not tested or not shown; & = joins results of further samples.

NC(=O)c1ccc(-c2nc3ccc(C(=O)NCc4cccnc4)cc3s2)cc1
  ULK1 primary = 20
  ASK1 primary = 4
O=C(Cc1cn(-c2ccc(N3CCCC3CO)nn2)c2ccccc12)Nc1ccc(N2CCOCC2)cc1 (centres undefined)
  ULK1 primary = 18
  ASK1 primary = 3
CCCNc1nc(-c2cccc(N)c2)nc2c1ncn2-c1ccccc1
  ULK1 primary = -1
  ASK1 primary = -1
Cc1ccc(N(CC(=O)NCc2ccccc2C)S(C)(=O)=O)cc1C
  ULK1 primary = -3
  ASK1 primary = /
CC(C)Cc1ccc(CC(=O)O)cc1
  ULK1 primary = -3
  ASK1 primary = /
CC(Nc1nc(N2CCOCC2)c2cnn(-c3ccc(Cl)cc3)c2n1)c1ccccc1 (centres undefined)
  ULK1 primary = 3
  ASK1 primary = /
Cc1cccc(CC(=O)Nc2cnn(-c3cccc(C(=O)Nc4ccc(Cl)c(F)c4)c3)c2)c1
  ULK1 primary = -13
  ASK1 primary = 0
Cc1ncn(-c2ccc(Nc3nccc(-c4cc(N5CCOCC5)cc(S(C)(=O)=O)c4)n3)cc2)n1
  ULK1 primary = -2
  ASK1 primary = -17
NC(C(=O)N1CCC(C(=O)Nc2ccncc2)CC1)c1ccc(Br)cc1 (centres undefined)
  ULK1 primary = -8
  ASK1 primary = -19
CCN(CC)C(=O)C1CCCN(c2nc(C)cc(NCCc3ccc(OC)cc3)n2)C1 (centres undefined)
  ULK1 primary = -3
  ASK1 primary = -2
CCCCC(=O)NNC(=O)C(C)Oc1ccc(Cl)cc1Cl (centres undefined)
  ULK1 primary = 7
  ASK1 primary = /
OCCCNc1ncc(-c2ccc(Cl)cc2)cn1
  ULK1 primary = -5
  ASK1 primary = /
O=C(Nc1ccc(N2CCOCC2)cc1)c1csc(Nc2ccc3ncccc3c2)n1
  ULK1 primary = 20
  ASK1 primary = 14
CCn1cc(C(=O)O)c(=O)c2cc(F)c(N/N=C\c3cc(Br)ccc3O)cc21
  ULK1 primary = -7
  ASK1 primary = /
c1cnc(Nc2nc(NC3CC3)c3ncn(-c4ccsc4)c3n2)cn1
  ULK1 primary = 11
  ASK1 primary = 11
Nc1nc(Nc2ccc(-n3ccnc3)cc2)nc2c1ncn2-c1ccccc1
  ULK1 primary = 5
  ASK1 primary = 0
O=C(NCCc1ccc(O)cc1)c1cnc(N2CCN(c3ccccn3)CC2)s1
  ULK1 primary = -7
  ASK1 primary = 3
CCCNC(=O)c1cncc(-c2ccccc2)c1
  ULK1 primary = 4
  ASK1 primary = -1
Nc1nc(NCCCN2CCCC2=O)cc(NC2CCN(Cc3ccccc3)CC2)n1
  ULK1 primary = 8&-14
  ASK1 primary = 11&-25
CCCNc1nc(NCCN2CCOCC2)ncc1C
  ULK1 primary = 8
  ASK1 primary = 4
NC(=O)c1cccc(Nc2ccc3ncccc3c2)n1
  ULK1 primary = 1
  ASK1 primary = 1
CCCNC(=O)c1cnc(Nc2nc3ccccc3n2C)s1
  ULK1 primary = 10
  ASK1 primary = -20
Oc1ccc(CCNc2nc(NCc3ccc4c(c3)OCO4)nc3c2ncn3-c2ccccc2)cc1
  ULK1 primary = -31
  ASK1 primary = 9
O=C(NCCO)c1cnc(-c2csc3ccccc23)s1
  ULK1 primary = -9
  ASK1 primary = -19
C#CC1(OCC(O)CN2CCN(c3ccccc3OC)CC2)CCCCC1 (centres undefined)
  ULK1 primary = -10
  ASK1 primary = /

Exported as comma-separated lines: entries from further up.
smiles,ULK1 primary,ASK1 primary
NC(=O)c1cccc(Nc2ccc3ncccc3c2)n1,1,1
c1cnc(Nc2nc(NC3CC3)c3ncn(-c4ccsc4)c3n2)cn1,11,11
OCCCNc1ncc(-c2ccc(Cl)cc2)cn1,-5,/

Molecules shown so far that have a thiophene ring, fused or not (two):
c1cnc(Nc2nc(NC3CC3)c3ncn(-c4ccsc4)c3n2)cn1
  ULK1 primary = 11
  ASK1 primary = 11
O=C(NCCO)c1cnc(-c2csc3ccccc23)s1
  ULK1 primary = -9
  ASK1 primary = -19

Next part
CCCNC(=O)c1cnc(NCC)s1
  ULK1 primary = -7
  ASK1 primary = -21
Cc1cnc(Oc2ccccc2)nc1NCc1cccnc1
  ULK1 primary = 7
  ASK1 primary = -15
COc1ccc(CNc2cc(C)nc(Nc3ccc(OC)cc3)n2)cc1
  ULK1 primary = -3
  ASK1 primary = -7
C[C@H](NC(=O)c1cccs1)c1nc(-c2ccncc2)n[nH]1
  ULK1 primary = 2
  ASK1 primary = 3
COc1ccc2c(c1)CC(C(=O)Nc1ccc(-c3cn[nH]c3)cc1OCC#N)CO2 (centres undefined)
  ULK1 primary = 0
  ASK1 primary = -11
Nc1cccc(-c2nccc(NCCc3ccc(O)cc3)n2)c1
  ULK1 primary = -28
  ASK1 primary = 10
CNCC(O)c1ccc(O)c(O)c1 (centres undefined)
  ULK1 primary = 7
  ASK1 primary = /
O=C1CCCN1CCCNc1nc(Nc2ccccc2)c2ncn(-c3ccccc3)c2n1
  ULK1 primary = 2
  ASK1 primary = 8
CC(=O)Nc1ccc(NC(=O)c2cc(NCCCN3CCCC3=O)nc3ccccc23)cc1
  ULK1 primary = 3
  ASK1 primary = 0
c1cc(-c2cc(NCCCN3CCOCC3)nc(-c3ccncc3)n2)ccn1
  ULK1 primary = 6
  ASK1 primary = /
CC(=O)c1cccc(-c2nc(NCc3cccc(C(F)(F)F)c3)c3ncn(C4CCCCC4)c3n2)c1
  ULK1 primary = -10
  ASK1 primary = 8
CCCNc1cc(C)nc(-c2ccc(C(=O)NC3CC3)cc2)n1
  ULK1 primary = 0
  ASK1 primary = 4
O=C(Cc1cn(-c2ccc(N3CCCC3CO)nn2)c2ccccc12)NCc1cccc(C(F)(F)F)c1 (centres undefined)
  ULK1 primary = 2
  ASK1 primary = -15
c1nc2nc(NCCN3CCOCC3)nc(NC3CC3)c2[nH]1
  ULK1 primary = 2
  ASK1 primary = 0
O=C(Cc1ccccc1)Nc1cnn(-c2cccc(C(=O)Nc3cccc(Cn4cncn4)c3)c2)c1
  ULK1 primary = -19
  ASK1 primary = -5
CN1CCN(c2ccc(-c3nc(NCc4cccc(C(F)(F)F)c4)c4ncn(CCN5CCCC5=O)c4n3)cc2)CC1
  ULK1 primary = -5
  ASK1 primary = 6
COc1ccc(CCNC(=O)c2ccnc(Nc3cccnc3)c2)cc1
  ULK1 primary = -20
  ASK1 primary = -1
Cn1ncnc1-c1ccccc1Nc1nc(Nc2ccc(N3CCOCC3)cc2)ncc1Cl
  ULK1 primary = 78*
  ASK1 primary = -8
Cc1nc(C)n(-c2ccc(Nc3cc(-c4nn(-c5cccc(C(F)(F)F)c5)cc4-c4ccccc4)ccn3)cc2)n1
  ULK1 primary = -49
  ASK1 primary = -11
CCN(CC)CCNC(=O)C(C(=O)c1ccccc1)n1ccccc1=O (centres undefined)
  ULK1 primary = -8
  ASK1 primary = /
O=C1CCCN1CCn1cnc2c(NCCN3CCOCC3)nc(NCc3ccc4c(c3)OCO4)nc21
  ULK1 primary = 13
  ASK1 primary = 8
Cc1cc(NCCN(C(C)C)C(C)C)nc(-c2ccc(N3CCOCC3)nc2)n1
  ULK1 primary = 3
  ASK1 primary = -1
CC(C)N(CCNC(=O)c1csc(Nc2cccc(N(C)C)c2)n1)C(C)C
  ULK1 primary = 4
  ASK1 primary = -13
CC(=O)c1cccc(-c2nc3ncnc(NCCOc4ccccc4)c3[nH]2)c1
  ULK1 primary = -24
  ASK1 primary = 6
CN(C)c1cccc(Nc2nccc(Nc3ccccc3)n2)c1
  ULK1 primary = -8
  ASK1 primary = 13

CCN(CC)C(=O)C1CCCN(c2cccc(C(N)=O)n2)C1 (centres undefined)
  ULK1 primary = -2
  ASK1 primary = -19
CC(C)N(CCNc1nc(-c2csc3ccccc23)nc2c1ncn2-c1ccsc1)C(C)C
  ULK1 primary = -47
  ASK1 primary = -4
O=C(NC1CCN(Cc2ccccc2)CC1)c1cncc(-c2csc3ccccc23)c1
  ULK1 primary = -7
  ASK1 primary = 4
CN(C)c1ccc(C(CN)N2CCc3ccccc32)cc1 (centres undefined)
  ULK1 primary = -1
  ASK1 primary = /
O=C1CCCN1CCn1cnc2c(NCc3ccccc3)nc(N3CCCC3CO)nc21 (centres undefined)
  ULK1 primary = -10
  ASK1 primary = 7
O=C(NCCOc1ccccc1)c1cncc(-c2ccc(N3CCOCC3)nc2)c1
  ULK1 primary = 0
  ASK1 primary = -1
COc1cc(Nc2cc(Nc3cnccn3)nc(N)n2)cc(OC)c1OC
  ULK1 primary = 4
  ASK1 primary = 4
O=C(NCC1CCCCC1)c1c[nH]c2cc(-c3cn[nH]c3)ccc12
  ULK1 primary = -8
  ASK1 primary = -9
Cc1cnc(C(=O)Nc2ccnn2-c2cccc(C(=O)Nc3ccc(N4CCOCC4)cc3)c2)cn1
  ULK1 primary = 23
  ASK1 primary = 4
CC[C@@H](C(=O)O)C1O[C@@H]([C@@H](C)[C@H](O)[C@H](C)C(=O)[C@H](CC)[C@H]2O[C@]3(C=C[C@@H](O)[C@]4(CC[C@@](C)([C@H]5CC[C@](O)(CC)[C@H](C)O5)O4)O3)[C@H](C)C[C@@H]2C)[C@@H](C)C[C@@H]1C (some centres undefined)
  ULK1 primary = -9
  ASK1 primary = /
Cc1nc(C)n(-c2ccc(Nc3nccc(-c4ccccc4)n3)cc2)n1
  ULK1 primary = -8
  ASK1 primary = 3
O=C(NCc1cccc(F)c1)c1nc2ccc(-c3cn[nH]c3)cc2s1
  ULK1 primary = 8
  ASK1 primary = -10
O=C(NC1CCN(Cc2ccccc2)CC1)c1ccnc(N2CCc3ccccc3C2)c1
  ULK1 primary = -3
  ASK1 primary = -1
Nc1nccc(-c2ccc3nc(CCOc4ccc(CC(=O)NCCc5cccnc5)cc4)[nH]c3c2)n1
  ULK1 primary = 7
  ASK1 primary = -1
C=CCN1CCN(c2c(Cl)cccc2NC(=O)c2cccc(Br)n2)CC1
  ULK1 primary = 3
  ASK1 primary = 3
Nc1nc(N2CCOCC2)nc2c1ncn2Cc1ccc(C(F)(F)F)cc1
  ULK1 primary = 8
  ASK1 primary = -1
COc1ccc(-c2nc(N)c3ncn(C(C)C)c3n2)cc1
  ULK1 primary = 1
  ASK1 primary = 5
CN(C)CCNc1nc2ccccc2n2c1nc1ccccc12
  ULK1 primary = 14
  ASK1 primary = /
Cc1cc(NC2CCN(Cc3ccccc3)CC2)nc(Nc2ccc3ncccc3c2)n1
  ULK1 primary = -18
  ASK1 primary = 4
Cc1cnc(Nc2cnccn2)nc1NCCO
  ULK1 primary = 3
  ASK1 primary = -10
Cc1ccc2nc(C)c(NC(=O)c3ccc(S(=O)(=O)N(C)C)cc3)c(=O)n2c1
  ULK1 primary = 7
  ASK1 primary = /
CCN(CC)S(=O)(=O)c1c(C)nn(S(=O)(=O)c2ccc(C)c(C)c2)c1C
  ULK1 primary = 7
  ASK1 primary = /
CC(=O)c1cccc(-c2nc3ncnc(NCCN4CCOCC4)c3[nH]2)c1
  ULK1 primary = 3
  ASK1 primary = 8
CC(C)n1cnc2c(Nc3ccccc3)nc(NCc3ccc4c(c3)OCO4)nc21
  ULK1 primary = -17
  ASK1 primary = 12
CN1CCN(N)CC1
  ULK1 primary = -10
  ASK1 primary = /

Reformatted: results already given
The line under a structure holds: ULK1 primary | ASK1 primary
Cc1cc(NCCN(C(C)C)C(C)C)nc(-c2ccc(N3CCOCC3)nc2)n1
 : 3 | -1
CC(C)N(CCNC(=O)c1csc(Nc2cccc(N(C)C)c2)n1)C(C)C
 : 4 | -13
CC(=O)c1cccc(-c2nc3ncnc(NCCOc4ccccc4)c3[nH]2)c1
 : -24 | 6
CN(C)c1cccc(Nc2nccc(Nc3ccccc3)n2)c1
 : -8 | 13

The listing continues:
COc1ccc(-c2cc(C(=O)NCc3cccnc3)ccn2)cn1
  ULK1 primary = 0
  ASK1 primary = 2
CC(C)N(CCNc1cc(N2CCOCC2)ncn1)C(C)C
  ULK1 primary = 2
  ASK1 primary = -10
O=C(Nc1ccc2[nH]ncc2c1)[C@H]1CCCN1C(=O)[C@H](O)c1cccc(Cl)c1
  ULK1 primary = 10
  ASK1 primary = -8
CN(C)C(=O)CCn1c(C2COc3ccccc3O2)nc2cc(F)c(-c3ccncc3)cc21 (centres undefined)
  ULK1 primary = 3
  ASK1 primary = 0
O=C(c1cccc(Br)c1)N1CCN(c2ccc3cnccc3c2)CC1
  ULK1 primary = -12
  ASK1 primary = -11
FC(F)(F)c1ccc(Cn2cnc3c(NC4CC4)nc(N4CCC(N5CCOCC5)CC4)nc32)cc1
  ULK1 primary = 4
  ASK1 primary = 7
COc1ccc(-c2cc(C(=O)NC3CCN(Cc4ccccc4)CC3)ccn2)cc1
  ULK1 primary = -9
  ASK1 primary = -1
O=C(NCCCN1CCCC1=O)c1cnc(Nc2cnccn2)s1
  ULK1 primary = 23
  ASK1 primary = -2
CCNC(=O)Cn1c(CO)cnc1SCc1cccc(Cl)c1
  ULK1 primary = 17
  ASK1 primary = /
O=C(O)CCCc1ccccc1
  ULK1 primary = -4
  ASK1 primary = /
CCCNC(=O)c1cc(N2CCOCC2)nc2ccccc12
  ULK1 primary = 3
  ASK1 primary = -6
Cc1ccc(Nc2nc(N)nc(C3CCCC3=O)n2)c(C)c1 (centres undefined)
  ULK1 primary = -9
  ASK1 primary = /
OCCCNc1ccccc1
  ULK1 primary = 1&6
  ASK1 primary = /
Cc1cnc(-c2ccc(N3CCOCC3)nc2)nc1NCCOc1ccccc1
  ULK1 primary = -7
  ASK1 primary = 1

2 entries drawn at random from the list so far:
CN(C)c1cccc(Nc2nccc(Nc3ccccc3)n2)c1
  ULK1 primary = -8
  ASK1 primary = 13
CC(=O)c1cccc(-c2nc3ncnc(NCCOc4ccccc4)c3[nH]2)c1
  ULK1 primary = -24
  ASK1 primary = 6
